BioA inh – inhibitors of Mycobacterium tuberculosis BioA enzyme. purified M. tuberculosis BioA enzyme, plate reader. 0.096% of 360,000 active. inhibition, % at 9.99 µM; in the data active = inhibition above about 40%
The depositor's hits bear a star. These rows are one share of the data (hit frequency here may not be typical).

Cc1ccc(-c2cnc3c(c2)C(=O)N([C@H](C)CO)C[C@H](C)[C@@H](CN(C)C(=O)c2cccc(F)c2)O3)cc1
- BioA inh = 1.0

Cc1ccc(S(=O)(=O)N(C)C[C@H]2Oc3ccc(NC(=O)C4CC4)cc3CC(=O)N([C@H](C)CO)C[C@@H]2C)cc1
- BioA inh = -2.8

C[C@H]1CCCCO[C@@H](CN(C)S(=O)(=O)c2cn(C)cn2)[C@@H](C)CN([C@@H](C)CO)C(=O)c2cc(NS(=O)(=O)c3ccc(Cl)cc3)ccc2O1
- BioA inh = 0.2

C[C@@H]1CN([C@@H](C)CO)C(=O)c2cc(NC(=O)CCC(F)(F)F)ccc2O[C@@H](C)CCCCO[C@H]1CN(C)S(=O)(=O)c1ccccc1
- BioA inh = 0.6

COCC(=O)Nc1ccc2c(c1)[C@@H]1C[C@H](CC(=O)N[C@H](C)c3ccccc3)O[C@@H](CO)[C@@H]1O2
- BioA inh = -2.3

C[C@H](CO)N1C[C@H](C)[C@H](CN(C)C(=O)Nc2ccc(C(F)(F)F)cc2)Oc2c(NS(C)(=O)=O)cccc2C1=O
- BioA inh = -0.3

COc1ccc(S(=O)(=O)N(C)C[C@H]2OCCCC[C@@H](C)Oc3ccc(NS(=O)(=O)c4ccc(C)cc4)cc3C(=O)N([C@@H](C)CO)C[C@H]2C)cc1
- BioA inh = -2.9

CC(=O)N(C[C@@H]1N[C@@H](CO)[C@@H]1c1ccc(-c2ccc(F)cc2)cc1)C(C)C
- BioA inh = 2.7

COCC#Cc1ccc2c(c1)O[C@H](CN(C)Cc1ccccc1)[C@@H](C)CN([C@@H](C)CO)S2(=O)=O
- BioA inh = -1.3

O=C(C[C@H]1C=C[C@@H](NC(=O)C2CCOCC2)[C@H](CO)O1)Nc1ccc(-c2ccccc2)cc1
- BioA inh = 1.4

CCCN(C)C[C@@H]1Oc2ncc(-c3cccc(C(F)(F)F)c3)cc2C(=O)N([C@H](C)CO)C[C@@H]1C
- BioA inh = 2.1

C[C@@H]1CN([C@H](C)CO)C(=O)Cc2cc(NS(=O)(=O)c3cccs3)ccc2O[C@H]1CN(C)C(=O)Nc1ccc(C(F)(F)F)cc1
- BioA inh = -1.7

C[C@@H]1CN([C@H](C)CO)C(=O)CCCn2cc(nn2)CO[C@@H]1CN(C)Cc1ccc(C(=O)Nc2ccccc2N)cc1
- BioA inh = 1.2

CCCNC(=O)N1[C@@H]2c3ccc(-c4ccccc4OC)c(=O)n3C[C@H]1[C@H](CO)[C@H]2C(=O)N(C)C
- BioA inh = -1.6

C[C@H]1CN([C@@H](C)CO)S(=O)(=O)c2ccc(C#CC3CC3)cc2O[C@@H]1CN(C)Cc1ccccn1
- BioA inh = 2.7

CCC(=O)Nc1ccc2c(c1)C(=O)N(C)C[C@H](OC)[C@H](C)CN(C(=O)Cc1cccnc1)[C@@H](C)CO2
- BioA inh = -0.4

COC(=O)[C@H]1[C@H](CO)[C@H]2Cn3c(ccc(-c4ccccc4OC)c3=O)[C@@H]1N2Cc1ccccc1
- BioA inh = 0.7

CN(C)c1ccc2c(c1)[C@@H]1C[C@H](CC(=O)NCC3CC3)O[C@@H](CO)[C@@H]1O2
- BioA inh = -1.5

COc1ccc(C#Cc2ccc3c(c2)[C@]2(C(=O)N3)[C@H](C(=O)N3CCN(c4ncccn4)CC3)[C@H]3C(=O)O[C@H](c4ccccc4)[C@H](c4ccccc4)N3[C@@H]2c2ccc(O)cc2)cc1
- BioA inh = -2.1

CN1CCN(C(=O)c2cc3c(c(-c4cccc(-c5ccc(C(=O)N(C)C)cc5)c4)n2)[C@H](CCO)N([S@@](=O)C(C)(C)C)C3)CC1
- BioA inh = -0.1

CCCC(=O)Nc1ccc2c(c1)C(=O)N(C)C[C@H](OC)[C@H](C)CN(S(=O)(=O)c1cn(C)cn1)[C@@H](C)CO2
- BioA inh = 0.7

N#C[C@H]1[C@H](c2ccc(-c3cncnc3)cc2)[C@@H](CO)N1C(=O)Cc1ccccc1
- BioA inh = 2.9

CC(C)NC(=O)N(C)C[C@@H]1Oc2cc(C#Cc3ccc(F)cc3)ccc2S(=O)(=O)N([C@@H](C)CO)C[C@H]1C
- BioA inh = 1.3

O=C(C[C@@H]1CC[C@H](NC(=O)Nc2ccc3c(c2)OCO3)[C@@H](CO)O1)NCc1ccc(Cl)cc1
- BioA inh = -4.8

C[C@H](CO)N1C[C@H](C)[C@@H](CN(C)Cc2ccc(Oc3ccccc3)cc2)Oc2c(NS(=O)(=O)c3ccc(Cl)cc3)cccc2C1=O
- BioA inh = -0.1

O=C(Nc1ccccc1)N1CCCCN2[C@H](CO)[C@@H](c3ccc(Br)cc3)[C@@H]2C1
- BioA inh = -0.5

C[C@@H]1CCCCO[C@H](CN(C)C(=O)Nc2ccc(F)cc2)[C@@H](C)CN([C@H](C)CO)C(=O)c2cc(NS(=O)(=O)c3ccc(Cl)cc3)ccc2O1
- BioA inh = 0.1

C[C@H]1CN([C@@H](C)CO)C(=O)Cc2cc(NS(=O)(=O)c3cn(C)cn3)ccc2O[C@@H]1CN(C)S(=O)(=O)c1cccs1
- BioA inh = -1.7

CC(=O)N(C)C[C@@H]1Oc2ncc(-c3cccc(F)c3)cc2C(=O)N([C@@H](C)CO)C[C@@H]1C
- BioA inh = -0.3

Cc1ccc(S(=O)(=O)Nc2ccc3c(c2)C(=O)N([C@H](C)CO)C[C@H](C)[C@@H](CN(C)C(=O)Nc2c(C)noc2C)O3)cc1
- BioA inh = -2.3

Another view of four compounds above:
SMILES	BioA inh
N#C[C@H]1[C@H](c2ccc(-c3cncnc3)cc2)[C@@H](CO)N1C(=O)Cc1ccccc1	2.9
O=C(Nc1ccccc1)N1CCCCN2[C@H](CO)[C@@H](c3ccc(Br)cc3)[C@@H]2C1	-0.5
CC(=O)N(C)C[C@@H]1Oc2ncc(-c3cccc(F)c3)cc2C(=O)N([C@@H](C)CO)C[C@@H]1C	-0.3
O=C(C[C@@H]1CC[C@H](NC(=O)Nc2ccc3c(c2)OCO3)[C@@H](CO)O1)NCc1ccc(Cl)cc1	-4.8

(listing goes on)
C[C@@H]1CN([C@H](C)CO)C(=O)c2cc(C#CC3CCCC3)cnc2O[C@H]1CN(C)C(=O)C1CCC1
- BioA inh = 2.9

Cc1ccc(S(=O)(=O)N(C)C[C@H]2Oc3ccc(NC(=O)Nc4ccccc4)cc3CC(=O)N([C@@H](C)CO)C[C@@H]2C)cc1
- BioA inh = -1.5

CN1C(=O)c2cc(NC(=O)c3ccc4c(c3)OCO4)ccc2OC[C@H]2O[C@@H](CC(=O)O)CC[C@@H]21
- BioA inh = 10

CCC(=O)N1[C@H](CO)[C@@H](c2ccccc2)[C@@H]1CN(CC)C(=O)NC1CCCC1
- BioA inh = 4.1

C[C@@H]1CN([C@@H](C)CO)C(=O)c2cccc(NC(=O)C3CC3)c2O[C@H]1CN(C)S(=O)(=O)c1cccs1
- BioA inh = -1.9

Cc1ccccc1-c1ccc2c(c1)O[C@@H](CN(C)C(=O)Nc1ccc(F)cc1)[C@H](C)CN([C@H](C)CO)S2(=O)=O
- BioA inh = -1.1

O=C(c1ccccc1F)N1CC[C@@H]2[C@H](CO)Nc3ccc(-c4ccccc4)cc3[C@@H]21
- BioA inh = -0.6

CNC[C@@H]1OCCCC[C@H](C)Oc2ccc(NC(=O)Nc3ccc(C(F)(F)F)cc3)cc2C(=O)N([C@@H](C)CO)C[C@@H]1C
- BioA inh = -1.6

Cc1noc(C)c1NC(=O)N(C)C[C@@H]1Oc2ccc(NC(=O)C3CCCCC3)cc2C(=O)N([C@H](C)CO)C[C@@H]1C
- BioA inh = 3.3

Cc1noc(C)c1NC(=O)N[C@H]1CC[C@@H](CC(=O)N2CCCCC2)O[C@H]1CO
- BioA inh = 3.5

C[C@@H]1CN([C@H](C)CO)C(=O)c2cc(C#CCN(C)C)cnc2O[C@@H]1CN(C)C
- BioA inh = -1.4

C[C@@H]1CCCCO[C@H](CN(C)C(=O)Nc2ccc3c(c2)OCO3)[C@H](C)CN([C@H](C)CO)C(=O)c2cc(NC(=O)Cc3ccccc3)ccc2O1
- BioA inh = -5.0

O=C(C[C@@H]1C[C@H]2c3cc(NC(=O)Nc4ccccc4)ccc3O[C@H]2[C@H](CO)O1)NC1CCCC1
- BioA inh = -0.1

C[C@@H]1CN([C@@H](C)CO)C(=O)c2cc(NC(=O)Nc3ccc(F)cc3)ccc2O[C@@H](C)CCCCO[C@H]1CN(C)CC1CCCCC1
- BioA inh = 1.2

C[C@@H]1CCCCO[C@H](CN(C)S(=O)(=O)c2ccccc2)[C@@H](C)CN([C@@H](C)CO)C(=O)c2cc(NC(=O)CCCN(C)C)ccc2O1
- BioA inh = -0.8

O=C(C[C@H]1C[C@@H]2c3cc(NC(=O)C4CCOCC4)ccc3O[C@@H]2[C@@H](CO)O1)NCc1cccnc1
- BioA inh = 0.7

C[C@@H]1CCCCO[C@H](CN(C)C(=O)Nc2cccc3ccccc23)[C@H](C)CN([C@@H](C)CO)C(=O)c2cc(NC(=O)c3ccncc3)ccc2O1
- BioA inh = -0.3

C[C@@H]1CCCCO[C@H](CN(C)CC2CC2)[C@H](C)CN([C@@H](C)CO)C(=O)c2cc(NC(=O)Cc3ccccc3)ccc2O1
- BioA inh = -0.2

C[C@@H]1CN([C@@H](C)CO)C(=O)Cc2cc(NC(=O)Nc3ccc(F)cc3)ccc2O[C@@H]1CN(C)C(=O)Nc1ccc(C(F)(F)F)cc1
- BioA inh = 3.1

C[C@@H]1CCCCO[C@@H](CN(C)S(=O)(=O)c2ccccc2)[C@@H](C)CN([C@@H](C)CO)C(=O)c2cc(NC(=O)NC3CCCCC3)ccc2O1
- BioA inh = -1.2

O=C(Nc1ccc2c(c1)[C@H]1C[C@@H](CC(=O)N3CCc4ccccc4C3)O[C@@H](CO)[C@H]1O2)C1CCC1
- BioA inh = -0.3

C[C@H]1CN([C@@H](C)CO)S(=O)(=O)c2ccc(C#CC3(O)CCCC3)cc2O[C@H]1CN(C)C(=O)Cc1cccnc1
- BioA inh = 4.1

O=C(NCC[C@@H]1CC[C@@H](NS(=O)(=O)c2cccc(F)c2)[C@@H](CO)O1)C1CCOCC1
- BioA inh = -1.9

C[C@@H]1CN([C@@H](C)CO)C(=O)c2cc(/C=C/c3ccccc3)cnc2O[C@@H]1CN(C)Cc1ccccc1F
- BioA inh = 0.3

O=C(C[C@H]1C=C[C@H](NC(=O)Nc2ccccc2)[C@@H](CO)O1)NCc1ccccn1
- BioA inh = -2.3

Cc1noc(C)c1NC(=O)N(C)C[C@@H]1Oc2ccc(NC(=O)Nc3ccc(F)cc3)cc2C(=O)N([C@@H](C)CO)C[C@@H]1C
- BioA inh = -1.4

Cc1ccc(S(=O)(=O)Nc2ccc3c(c2)CC(=O)N([C@@H](C)CO)C[C@H](C)[C@H](CN(C)C)O3)cc1
- BioA inh = 1.5

C[C@@H]1CCCCO[C@@H](CN(C)C(=O)c2ccccc2)[C@H](C)CN([C@@H](C)CO)C(=O)c2cc(NC(=O)Nc3ccc4c(c3)OCO4)ccc2O1
- BioA inh = -3.7

C[C@@H]1CN([C@@H](C)CO)C(=O)c2cc(C#Cc3cccnc3)cnc2O[C@@H]1CN(C)Cc1ccccc1
- BioA inh = 0.4

COc1ccc(NC(=O)Nc2ccc3c(c2)C(=O)N([C@@H](C)CO)C[C@@H](C)[C@@H](CN(C)C(=O)NC(C)C)O3)cc1
- BioA inh = 3.7

C[C@@H]1CN([C@@H](C)CO)S(=O)(=O)c2ccc(C3=CCCCC3)cc2O[C@@H]1CN(C)C(=O)Cc1ccccc1
- BioA inh = 1.4

CNC[C@H]1Oc2cc(C#Cc3ccncc3)ccc2S(=O)(=O)N([C@H](C)CO)C[C@@H]1C
- BioA inh = -3.6

C[C@@H]1CN([C@@H](C)CO)S(=O)(=O)c2ccc(-c3ccncc3)cc2O[C@H]1CN(C)Cc1cccnc1
- BioA inh = 1.4

Cc1noc(C)c1NC(=O)N(C)C[C@H]1Oc2ccc(NC(=O)CCC(F)(F)F)cc2C(=O)N([C@@H](C)CO)C[C@H]1C
- BioA inh = -1.4

Cc1noc(C)c1NC(=O)Nc1ccc2c(c1)C(=O)N([C@H](C)CO)C[C@H](C)[C@@H](CN(C)Cc1ccccc1)O2
- BioA inh = -1.4

CC(C)NC(=O)Nc1ccc2c(c1)C(=O)N([C@H](C)CO)C[C@H](C)[C@H](CN(C)CC1CCCCC1)O2
- BioA inh = -0.6

C[C@H]1CN([C@@H](C)CO)C(=O)c2cccc(NC(=O)Nc3ccc4c(c3)OCO4)c2O[C@H]1CN(C)Cc1ccccc1
- BioA inh = 0.5

CO[C@@H](CN(C)S(=O)(=O)c1ccc(Cl)cc1)[C@@H](C)CN([C@@H](C)CO)S(=O)(=O)c1cccc(Cl)c1
- BioA inh = -1.3

C[C@@H]1CN([C@H](C)CO)C(=O)c2cc(NC(=O)CCCN(C)C)ccc2O[C@@H](C)CCCCO[C@@H]1CN(C)Cc1ccncc1
- BioA inh = -1.0

C[C@@H]1CN([C@H](C)CO)C(=O)c2cccc(NC(=O)C3CCOCC3)c2O[C@@H]1CN(C)C(=O)Nc1ccc(F)cc1
- BioA inh = 0.9

COc1ccc(C#Cc2cnc3c(c2)C(=O)N([C@H](C)CO)C[C@H](C)[C@H](CN(C)CC2CCOCC2)O3)cc1
- BioA inh = 1.0

C[C@@H]1CN([C@@H](C)CO)C(=O)c2cc(NC(=O)NC3CCCCC3)ccc2O[C@@H](C)CCCCO[C@@H]1CN(C)CC1CCCCC1
- BioA inh = -0.7

CCCNC(=O)NC[C@H]1[C@@H](c2ccc(C3=CCCC3)cc2)[C@@H](CO)N1C(=O)CC
- BioA inh = 1.3

Cc1noc(C)c1S(=O)(=O)Nc1ccc2c(c1)CC(=O)N([C@@H](C)CO)C[C@@H](C)[C@H](CN(C)CC1CCCCC1)O2
- BioA inh = 3.4

COc1ccc(CN(C)C[C@@H]2Oc3ccc(NS(=O)(=O)c4cn(C)cn4)cc3C(=O)N([C@H](C)CO)C[C@H]2C)cc1
- BioA inh = -3.1

C[C@H](CO)N1C[C@H](C)[C@@H](CN(C)Cc2ccc3c(c2)OCO3)OCCCC[C@H](C)Oc2ccc(NC(=O)c3ccncc3)cc2C1=O
- BioA inh = 1.8

Reprinted at random: 2 records from the list.
CCCNC(=O)NC[C@H]1[C@@H](c2ccc(C3=CCCC3)cc2)[C@@H](CO)N1C(=O)CC
- BioA inh = 1.3

Cc1noc(C)c1S(=O)(=O)Nc1ccc2c(c1)CC(=O)N([C@@H](C)CO)C[C@@H](C)[C@H](CN(C)CC1CCCCC1)O2
- BioA inh = 3.4

From PubChem BioAssay
